GBA activity up: increases beta-glucosidase activity in Gaucher fibroblasts; P04062; L444P Gaucher fibroblasts, 4-MU-glucoside fluorescence, 3 days; activation, % at 10 µM; 30,000 tested, 0.44% active; AID 784; in the data active means activation above about 65%;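 further: 0% = vehicle wells and 100% = positive control wells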
Target sequence (P04062 whole entry L483P): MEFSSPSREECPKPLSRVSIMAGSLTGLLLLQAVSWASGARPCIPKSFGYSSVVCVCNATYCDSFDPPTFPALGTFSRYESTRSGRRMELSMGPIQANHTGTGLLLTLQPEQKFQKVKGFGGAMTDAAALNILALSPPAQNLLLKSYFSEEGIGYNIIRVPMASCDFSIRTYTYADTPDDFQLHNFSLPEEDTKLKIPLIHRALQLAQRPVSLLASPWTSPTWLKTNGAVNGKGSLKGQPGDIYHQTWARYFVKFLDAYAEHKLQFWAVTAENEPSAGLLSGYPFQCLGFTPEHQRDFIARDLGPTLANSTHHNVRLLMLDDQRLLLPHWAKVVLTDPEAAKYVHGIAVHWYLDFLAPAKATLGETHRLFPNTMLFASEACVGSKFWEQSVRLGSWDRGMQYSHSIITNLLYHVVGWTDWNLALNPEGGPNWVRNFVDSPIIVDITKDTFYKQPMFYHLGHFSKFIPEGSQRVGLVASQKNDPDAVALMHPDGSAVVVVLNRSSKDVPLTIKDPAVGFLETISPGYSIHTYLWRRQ
The depositor's hits bear a star; & = joins results of further samples. Only part of the results is shown. The share of hits here may be higher or lower than overall.

SMILES	GBA activity up
N#Cc1nc(-c2ccc(Cl)cc2)oc1NCc1cccc2c1OCO2	-11
COC(=O)c1sc(NC(=O)c2cnccn2)c(C(=O)OC)c1C	-8
CCSc1nc2c(c(=O)n1Cc1ccccc1)SC(C)C2 (stereo unspecified)	-30
O=S(=O)(NCc1ccco1)c1cccc(S(=O)(=O)N2CCCCC2)c1	1
Nc1ncc(Br)cc1S(=O)(=O)NCCC(=O)N1CCN(c2ncccn2)CC1	-59
CCCCNC(=O)CCCCCNS(=O)(=O)c1ccc(OC)cc1	-3
CC(=O)c1ccc(NC2OC(CO)C(O)C(O)C2O)cc1 (stereo unspecified)	28
COc1cccc(CNc2nn[nH]n2)c1OC	-8
CN1CCN(c2nc3c(c(=O)[nH]c(=O)n3C)n2Cc2cccc3ccccc23)CC1	-3
CCOC(=O)C1CCCN(S(=O)(=O)Cc2ccccc2)C1 (stereo unspecified)	-2
CCCCc1c(O)nc(SCC(=O)N2CCCCC2)n(-c2ccccc2C)c1=O	9
CCOC(=O)CSc1nnc2n1C(C)(C)Cc1ccccc1-2	0
CCCCN1C(=O)c2ccccc2C1C(=O)NC1CCCC1 (stereo unspecified)	-25
Cc1cccnc1NCc1ccc(O)c2ncccc12	-24
COC(=O)C1=C(CSc2nc3ccccc3o2)NC(=O)NC1c1cc(C)ccc1C (stereo unspecified)	-2
O=C1OC(c2ccc(Br)cc2)=N/C1=C\N1CCCCC1	5
O=C(Nc1nccs1)c1cccc(S(=O)(=O)N2CCOCC2)c1	-16
Cc1sc(NC(=O)c2ccc(Cl)s2)c(C(N)=O)c1C	-48
COc1ccc(-c2nnn(CC(=O)N(CC(=O)NC3CCCC3)c3cccc(C)c3)n2)cc1OC	-48
CCOC(=O)c1cc2c(=O)n3ccccc3nc2n(CCCOC)c1=NC(C)=O	3

Another view of 2 compounds above:
Structure,GBA activity up
COC(=O)C1=C(CSc2nc3ccccc3o2)NC(=O)NC1c1cc(C)ccc1C (stereo unspecified),-2
O=C1OC(c2ccc(Br)cc2)=N/C1=C\N1CCCCC1,5

Carrying on:
SMILES	GBA activity up
CCOc1ccc(C(=O)N(C)C2CCS(=O)(=O)C2)cc1 (stereo unspecified)	-6
O=C(NCC1CCCO1)C1c2ccccc2C(=O)N1C1CCCCCC1 (stereo unspecified)	-36
CCOc1ccc(-n2cc(C(=O)Nc3cccc(C)n3)c3cc(OC)c(OC)cc3c2=O)cc1	9
CCOC(=O)CCNC(C)C1COc2ccccc2O1 (stereo unspecified)	-9
COc1ccc(C(=O)Oc2c(C)occc2=O)cc1OC	-6
COc1ccc(S(=O)(=O)Nc2cc(C(C)C)c(O)cc2C)cc1	-38
CCCCS(=O)CC(COCc1ccccc1)OC(=O)CSc1nc(C)cc(C)n1 (stereo unspecified)	-8
CCC1CCCCN1CCCNC(=O)C1CCC(=O)N1Cc1ccc(C)cc1 (stereo unspecified)	-1
Cc1cc(NC(=O)c2ccc(COc3ccc(Cl)c(C)c3)o2)no1	-2
CC1(C)CC(N(Cc2cccs2)C(=O)c2ccco2)CCO1 (stereo unspecified)	0
COc1ccc(CCNC(=O)c2ccco2)cc1	-12
Cc1ccc(C)c(N(C(=O)Cn2nnc3ccccc32)C(C(=O)NCc2ccco2)c2ccncc2)c1 (stereo unspecified)	4
O=C1Nc2ccccc2C12OCC(COc1ccc(Cl)cc1)O2 (stereo unspecified)	23
CCOC(=O)c1ccc(N2C(=O)c3n[nH]c(C)c3C2c2ccc(O)cc2)cc1 (stereo unspecified)	-19
Cc1cc(C(=O)NC(C)c2ccc3c(c2)OCO3)cs1 (stereo unspecified)	-7
Cc1ccc(CN(C(=O)Cn2nnc3ccccc32)C(C(=O)NCc2ccco2)c2cccs2)cc1 (stereo unspecified)	3
CCOCCOC(=O)C1=C(C)N(C)C(=O)NC1c1ccccc1Cl (stereo unspecified)	-15
CC1CCCC(N2C(=O)NC(NC(=O)c3ccco3)(C(F)(F)F)C2=O)C1C (stereo unspecified)	-7
O=S(=O)(c1cnc[nH]1)N1CCc2ccccc21	-4
O=c1oc(-c2ccccc2)nc2c1cnn2-c1ccccc1	2

Structural class, the compounds so far with two or more sulfur atoms (5)
SMILES	GBA activity up
CCSc1nc2c(c(=O)n1Cc1ccccc1)SC(C)C2 (stereo unspecified)	-30
O=S(=O)(NCc1ccco1)c1cccc(S(=O)(=O)N2CCCCC2)c1	1
O=C(Nc1nccs1)c1cccc(S(=O)(=O)N2CCOCC2)c1	-16
Cc1sc(NC(=O)c2ccc(Cl)s2)c(C(N)=O)c1C	-48
CCCCS(=O)CC(COCc1ccccc1)OC(=O)CSc1nc(C)cc(C)n1 (stereo unspecified)	-8

Continuation:
SMILES	GBA activity up
COc1ccc(OC)c(NC(=O)NCc2ccc(F)cc2)c1	-24
COc1ccc(OC)c(Nc2nc(N)nc(-c3cc4ccccc4o3)n2)c1	-6
Cc1ccc(C(=O)c2cc(C)sc2NC(=O)CN2CCN(C(=O)c3ccco3)CC2)cc1	-24
Cn1cccc1C(C(=O)NC1CCCCC1)N(C(=O)Cc1cccs1)C1CC1 (stereo unspecified)	-11
CCN1CC=C2C(C#N)=C(N)C(C#N)(C#N)C(CCc3ccccc3)C2C1 (stereo unspecified)	5
CCOC(=O)C1CCCN(c2nnnn2-c2ccccc2)C1 (stereo unspecified)	-5
CN(C)c1ccc(NC(=O)c2cccc(N3C(=O)C4C5C=CC(C5)C4C3=O)c2)cc1 (stereo unspecified)	-8
COc1cccc(N2CCN(Cc3nc(N)nc(N4CCCc5ccccc54)n3)CC2)c1	1
O=C(CCS(=O)(=O)c1cccc2nsnc12)N1CCN(Cc2ccc3c(c2)OCO3)CC1	-6
O=C(O)C1CCCN1S(=O)(=O)c1ccc2ccccc2c1 (stereo unspecified)	-4
CC(C)C(NC(=O)C1CCCCC1)C(=O)Nc1ccccn1 (stereo unspecified)	6
COCc1cc(C)n(CC(=O)Nc2ccccc2C(=O)OC)c(=O)c1C#N	-37
CCCN(CCC)S(=O)(=O)c1cccc(C(=O)Nc2ccc3c(c2)OCO3)c1	-15
CCN(CCCNC(=O)COc1cc(=O)n(C)c2ccccc12)c1cccc(C)c1	-25
O=C(CCC1CCCC1)N1CCN(C(=O)C2CC2)CC1	-9
O=C(NCc1ccco1)C1CCN(C(=O)Cc2ccccc2)CC1	0
CC(C)Oc1ccc(C(=O)NC2CCS(=O)(=O)C2)cc1 (stereo unspecified)	-29
COc1ccc(N2CCCCn3c2nc2c3c(=O)n(C)c(=O)n2C)cc1	3
CCOc1cc(S(=O)(=O)N(CC)CC)ccc1Br	-13
Cc1nc2cc(NC(=O)NCCC3=CCCCC3)ccc2o1	4
O=C(OCc1cc(=O)n2cc(Br)ccc2n1)C1COc2ccccc2O1 (stereo unspecified)	-3
CCN(Cc1nc2cc(OC)c(OC)cc2c(=O)[nH]1)C(=O)c1ccc(S(=O)(=O)N(C)C)cc1	-11
CCCCC(=O)Nc1ccc(NC(=O)CCCC)nc1	-17
CCCOc1ccc(C2/C(=C(/O)c3ccc(F)cc3)C(=O)C(=O)N2CCCN(C)C)cc1 (stereo unspecified)	-7
Cc1ccc(-c2nc(C3CCCN(S(=O)(=O)c4ccc(C(F)(F)F)cc4)C3)no2)cc1 (stereo unspecified)	-27
CN1/C(=C\C(=O)c2ccco2)C(C)(C)c2ccccc21	-10
CCn1c(SCCC(C)C)nnc1-c1c[nH]c2ccccc12	-7
C=CCN1C(=O)C2C(C(=O)NCc3ccccc3)C3(C)C=CC2(O3)C1C(=O)NC(C)(C)C (stereo unspecified)	-26
Cc1ccccc1NC(=O)CSCCO	-53
CCN(CC)c1ccc(NC(=O)CN2CCN(c3nc(C)cc(C)n3)CC2)cc1	-11
C=CCNc1nc2c(c(=O)[nH]c(=O)n2C)n1CCCCC	15
CCn1c(-c2cc(OC)ccc2OC)csc1=Nc1c(C)n(C)n(-c2ccccc2)c1=O	-24
Cc1ccc(C2CC(C(F)(F)F)n3nc(C(=O)NCC4CCCO4)cc3N2)cc1 (stereo unspecified)	-48
Cc1noc(C)c1CSc1nnc2ccc3ccccc3n12	8
O=C1CC(NCCN2CCOCC2)C(=O)N1Cc1ccc(N2CCCC2=O)cc1 (stereo unspecified)	1
COc1ccc(NC(=O)C2CCN(S(=O)(=O)c3ccc(C)cc3)CC2)cc1OC	-24
COc1ccc(OC)c2[nH]c(=O)c(CCNS(=O)(=O)c3ccc(C)cc3)cc12	-39
O=C(c1ccccc1)c1ccc(OCC(O)CN2CCOCC2)cc1 (stereo unspecified)	0
CCC1(c2ccc(F)cc2)NC(=O)N(CC(=O)c2ccc[nH]2)C1=O (stereo unspecified)	-34
COc1ccc(CCNC(=O)CSc2nc(-c3ccco3)cc(C(F)(F)F)n2)cc1OC	-6

The last three compounds of the section above come first, to join the parts:
SMILES	GBA activity up
O=C(c1ccccc1)c1ccc(OCC(O)CN2CCOCC2)cc1 (stereo unspecified)	0
CCC1(c2ccc(F)cc2)NC(=O)N(CC(=O)c2ccc[nH]2)C1=O (stereo unspecified)	-34
COc1ccc(CCNC(=O)CSc2nc(-c3ccco3)cc(C(F)(F)F)n2)cc1OC	-6
CC(=O)c1cccc(NC(=O)c2cc(-n3cnnc3)ccc2Cl)c1	-1
CCC1CCCCN1C(=O)CSc1nc(N)c(NC(=O)c2ccc(OC)c(OC)c2)c(=O)[nH]1 (stereo unspecified)	23
COc1ccc(C(CNC(=O)COc2ccccc2OC)N(C)C)cc1OC (stereo unspecified)	-4
Nc1ccc(C(=O)O)c(O)c1	1&-24
COc1ccc(CCNC(=O)C2=COCCO2)cc1	0
C[C@]12CCC(=O)C=C1CC[C@@H]1[C@@H]2[C@@H](O)C[C@@]2(C)[C@H]1CC[C@]2(O)C(=O)CO	-9
COc1ccc(NC(=O)c2cccc(Cn3cc(Br)cn3)c2)cn1	2
O=C(Nc1ccon1)c1ccccc1Cl	-12
O=C(CCCn1c(=S)[nH]c2cc3c(cc2c1=O)OCO3)N1CCN(c2ccc(F)cc2)CC1	-21
O=C(NCCC1=CCCCC1)c1ccc(F)c(S(=O)(=O)N2CCOCC2)c1	1

Brought forward from above: 4 entries; new compounds follow.
SMILES	GBA activity up
COc1ccc(NC(=O)c2cccc(Cn3cc(Br)cn3)c2)cn1	2
O=C(Nc1ccon1)c1ccccc1Cl	-12
O=C(CCCn1c(=S)[nH]c2cc3c(cc2c1=O)OCO3)N1CCN(c2ccc(F)cc2)CC1	-21
O=C(NCCC1=CCCCC1)c1ccc(F)c(S(=O)(=O)N2CCOCC2)c1	1
Cc1ccc(S(=O)(=O)N2CCN(C(=O)C3Cc4ccccc4CN3C(=O)c3ccco3)CC2)cc1 (stereo unspecified)	5
CC(C)(C)NC(=O)C(c1ccco1)N(C(=O)Cn1nnc(-c2ccc(F)cc2)n1)c1ccccc1 (stereo unspecified)	-6
Cc1ccc(Cn2nnc3c(=O)[nH]c(C4CCN(S(=O)(=O)c5cc(C)ccc5C)CC4)nc32)cc1	-9
Nc1nonc1-c1nc2ccccc2n1Cc1ccccc1	-18
Cc1ccc(Cl)cc1N1CCN(C(=O)C2CCN(S(=O)(=O)c3cnc[nH]3)CC2)CC1	-19
O=C1C(Cl)=C(NCC2CCCO2)C(=O)N1Cc1ccccc1 (stereo unspecified)	-5
O=C(Cc1cccs1)N1CCCC(c2nc3c(nnn3Cc3cccc(Cl)c3)c(=O)[nH]2)C1 (stereo unspecified)	0
COc1cc(OC)c(C2=NOC(C(=O)Nc3cc(C)nn3-c3ccccc3)C2)cc1Cl (stereo unspecified)	-14
O=C(CC12CC3CC(CC(C3)C1)C2)NCC(=O)N1CCCC1	-2
C=CCn1c(Cc2cccs2)nnc1SCC(=O)Nc1cc(OC)cc(OC)c1	1
c1ccc(COc2ccc(OCCOCCn3cncn3)cc2)cc1	0
O=C(NC1=NC2CCCCC2N1)c1ccccc1 (stereo unspecified)	4
Cc1cc(=O)oc2cc3c(cc12)OCCO3	-1
COCCn1c(C)cc(C(=O)COC(=O)c2ccc(N3CCCC3=O)cc2)c1C	-19
CC1Cc2ccccc2N1C(=O)Cn1cnc2ccccc2c1=O (stereo unspecified)	-14
Cc1ccc(C(=O)Nc2cccc(C(=O)NCc3ccccc3)c2)o1	-10
COc1ccc(C(=O)NCC(c2ccc(F)cc2)N2CCOCC2)cc1S(=O)(=O)N1CCCC1 (stereo unspecified)	24
Cc1cccc(CN2CCNC2=O)c1	-18
COc1ccc(CCNC(=O)CSc2nnc(-c3cccc(C)c3)o2)cc1OC	11
Nc1ccc2oc(-c3ccccn3)nc2c1	-38
Cc1noc(C)c1C(=O)N1CCc2ccccc2C1	-57
O=C(CCS(=O)(=O)Cc1ccccc1F)N1CCc2ccccc2C1	-59
O=c1[nH][nH]c2nc(C(F)(F)F)cc(C(F)(F)F)c12	-27
COc1ccc(N2C(=O)C(CC(=O)O)S/C2=C\C(C)=O)cc1 (stereo unspecified)	-43
COc1ccc(CN(Cc2cc3ccc(C)cc3[nH]c2=O)Cc2nnnn2C2CCCC2)cc1	-15
CCOC(=O)c1cc(CC)sc1NC(=O)Cc1ccsc1	-6
CCN(CC)S(=O)(=O)c1ccc(C(=O)Nc2ncn(Cc3ccccc3)n2)cc1	47
CC1CN(C(=O)c2ccc3c(c2)OCO3)OC(c2ccccc2)O1 (stereo unspecified)	-17
O=C(Cc1ccc(Cl)cc1)Nc1ccc2oc(-c3ccncc3)nc2c1	-45
CCCCc1cc(=O)oc2cc(OCc3nn[nH]n3)c(Cl)cc12	0
CCCCn1c(SCC(=O)Nc2nnc(C)s2)nc2c1c(=O)n(C)c(=O)n2C	-4
CCOC(=O)c1c(NC(=O)COC(=O)Cn2cnc3ccccc32)sc(C)c1C	-19
CC1CCN(C(=O)CCNS(=O)(=O)c2ccccc2)CC1	-25
CN1CCN(S(=O)(=O)c2ccc(NC(=O)c3ccco3)cc2)CC1	-8
COc1ccccc1N1CCN(CCCNC(=O)Nc2ccccc2)CC1	-6
COc1ccc(-c2c3c(=O)n(C)c(=O)n(C)c3cn2-c2cc(OC)ccc2OC)cc1	-10
CCCn1c(SCC(=O)Nc2nc(C)c(C(=O)OC)s2)nnc1C(C)C	-4
